Bioassay records deposited in PubChem BioAssay by Southern Research Specialized Biocontainment Screening Center.
tuberculosis growth: growth inhibition of non-replicating M. tuberculosis (AID 488890) | Mycobacterium tuberculosis non-replicating, growth inhibition; higher % means a stronger effect | one-dose inhibition, % at 25 µM; IC50 in µM for titrated hits | 320,000 compounds, 0.39% hits; in the data active means a potency from the dose series; inconclusive means inhibition mostly from about 82% at the one dose, without a potency; inactive means the rest, 99 in 100 with inhibition below about 76%;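 further: plate controls were DMSO cells for no effect and high antibiotic wells for full effect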
H1N1 NS1A inhibition: NS1A inhibition, H1N1 influenza, cell based functional assay (AID 504329). 340,000 compounds, 0.3% hits. one-dose inhibition, % at 12.5 µM; IC50 in µM for titrated hits. NS1A functional cell-based assay, percent inhibition; higher % means a stronger effect; in the data active means a potency from the dose series; inconclusive means inhibition above about 27% without an active follow-up result; further: strong numbers were not always called active
inhibitors of VEEV: inhibitors of VEEV TC-83 cytopathic effect, confirmation, Vero cells (AID 588727); 350,000 compounds, 0.13% hits; inhibition, % at 20 µM, or IC50 in µM where a hit was titrated; Vero cells, VEEV TC-83 cytopathic effect inhibition; higher % means a stronger effect; in the data active means a potency from the dose series; inconclusive means inhibition mostly from about 14% at the one dose, without a potency; inactive means the rest, 99 in 100 with inhibition below about 12%; further: strong numbers were not always called active
H37Rv inhibition: M. tuberculosis growth inhibition, HTS (AID 449762); 330,000 compounds, 0.59% hits; inhibition, % at 25 µM; hits with a dose series show IC50 in µM; M. tuberculosis H37Rv growth inhibition, 7H9 media; higher % means a stronger effect; in the data active means a potency from the dose series; inconclusive means inhibition above about 70% without an active follow-up result;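 further: bacterial growth assessed after seven days of incubation; strong numbers were not always called active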
PhoP GFP inhibition: Inhibition of PhoP regulon, Salmonella typhi GFP reporter cells, confirmation, 4 h (AID 1850) | Salmonella Typhi PhoP-promoter GFP reporter, fluorescence, 4 h; higher % means a stronger effect | one-dose inhibition, % at 50 µM; IC50 in µM for titrated hits | 310,000 compounds, 0.33% hits; in the data active means a potency from the dose series; inconclusive means inhibition mostly from about 25% at the one dose, without a potency; inactive means the rest, 99 in 100 with inhibition below about 19%;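 further: 0% = induced wells with vehicle and 100% = uninduced wells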
inhibitors of VEEV 10K pilot screen: also measured in inhibitors of VEEV; calls as there; inhibition, %; measured here: 10K pilot screen inhibition
Numbers without * were called inactive; i = inactive; ? = inconclusive; nt = no result given. Random draw from the library; any-hit rate near 1.5%.

SMILES | tuberculosis growth | H1N1 NS1A inhibition | inhibitors of VEEV | H37Rv inhibition | PhoP GFP inhibition | others
COc1ccc2c(-c3ccccc3)cc(N3CCOCC3)nc2c1 | -25% | -41% | 7.2% | ? | -6%
O=C(N/N=C/c1cc2ccccc2nc1Cl)[C@H]1C[C@@H]1c1ccccc1 | -6% | -4% | 10% | 23% | 2%
COc1ccc2oc(=O)c(-c3nc4ccccc4o3)cc2c1 | 75% | -10% | 2.3% | ? | -1%
O=C(NCc1ccco1)/C(=C\c1ccccc1)NC(=O)c1ccccc1 | -10% | -4% | 2.9% | -1% | -1%
CCOc1ccc(-c2c(C(=O)N/N=C(\C)c3ccncc3)nnn2-c2nonc2N)cc1 | 25% | 7% | i | 7% | -26%
COc1ccc(CN2CCN(C3CCC3)CC2CCO)cc1C (centres undefined) | -3% | 0% | i | -2% | -3%
Cc1ccc(S(=O)(=O)NC(=O)Nc2ncc3c(n2)CC(c2ccco2)CC3=O)cc1 (centres undefined) | 4% | 4% | 0.4% | 7% | -8%
Cc1cccc(NC(=O)Nc2cnccn2)c1C | -14% | -13% | 0.8% | -20% | -11%
O=C(CNS(=O)(=O)c1ccc(Cl)c(C(F)(F)F)c1)NC1CCCCCC1 | -5% | -7% | 0.5% | -12% | nt
O=C(OCC(=O)N1CCCC1)c1cccc(Br)c1 | 68% | 6% | 1.0% | 21% | 8%
O=C(O)c1cccc(CN2C(=O)S/C(=C/c3ccccc3[N+](=O)[O-])C2=O)c1 | 26% | -11% | 0.9% | 5% | 5%
O=c1cc(O)c2sc(Nc3cccc(C(F)(F)F)c3)nc2[nH]1 | -12% | -10% | 4.1% | -2% | 1%
Cc1c(NC(=O)CN2CCN(c3ccc(F)cc3)CC2)c(=O)n(-c2ccccc2)n1C | -17% | 13% | 0.1% | 2% | -12%
COc1ccccc1CN1CC(C(=O)NCc2cc(C(C)C)no2)CCC1=O (centres undefined) | -2% | 19% | 1.5% | 7% | -6%
CN(C)CC(C)(C)CNC(=O)CC1C(=O)NCCN1Cc1ccc(-c2ccccc2)cc1 (centres undefined) | 11% | 11% | 0.7% | -10% | 1%
COc1ccc(CNCCS(=O)(=O)NCc2ccccc2)cc1 | nt | -27% | i | nt | nt
C=CCn1c(O)c(/C=C2\C=Nc3ccccc32)c(=O)[nH]c1=O | 43% | nt | 1.1% | 5% | 5%
Cn1c(SCc2ccccc2)nnc1-c1ccc(O)cc1 | 26% | -3% | 1.1% | -1% | 4%
C#CCOCCOCCOCCNc1nc(N2CCN(C(=O)[C@H](CCCCN)n3cc([C@@H](N)CO)nn3)CC2)nc(N2CCN(C(=O)[C@H](Cc3ccc(O)cc3)n3cc([C@@H](N)CC(C)C)nn3)CC2)n1 | 67% | 4% | 0.3% | 26% | -14%
O=C(NCC(F)(F)F)Nc1ccccn1 | 4% | -1% | i | -3% | -5%
CSCCC(NC(=O)c1c(C)oc2c1CCCC2)C(=O)O (centres undefined) | -9% | 13% | 0.2% | -10% | -2%
COc1cccc(OCC(=O)N2CCN(C)CC2)c1 | -8% | -4% | 0.7% | 1% | 10%
COc1ccc(CCC(=O)NNC(=S)NCc2ccc(F)cc2)cc1 | -3% | -3% | i | 1% | -10%
CC(C)(C)NC(=O)C(c1ccncc1)N(C(=O)Cn1nnc(-c2ccc(F)cc2)n1)c1ccc(F)cc1 (centres undefined) | -17% | -2% | i | -1% | 6%
COC(=O)c1ccc(Oc2cc(C)nc(SC)n2)cc1 | 15% | 3% | 8.9% | -2% | -5%
Later entries
SMILES | tuberculosis growth | H1N1 NS1A inhibition | inhibitors of VEEV | H37Rv inhibition | PhoP GFP inhibition | others
CCOC(=O)N1CCN(C(=O)/C(=C/c2cccc3ccccc23)NC(=O)c2ccc(OC)cc2)CC1 | 14% | 13% | i | 9% | 2%
Cc1ccc(-c2nnc(N)o2)cc1 | -8% | 3% | 1.1% | 9% | 10%
O=c1[nH]cnc(O)c1C(c1cccc([N+](=O)[O-])c1)c1c(O)nc[nH]c1=O | -4% | 9% | 1.8% | -1% | 13%
CC1(C)CC(=O)C=C(c2ccc(Oc3ccccc3)cc2)C1 | 16% | 7% | 0.2% | 20% | nt
COc1cccc(NC(=O)C2C3C=CC4(O3)C2C(=O)N(C2CC2)C4C(=O)NC2CCCCC2C)c1 (centres undefined) | 34% | 15% | 2.4% | -9% | 3% | inhibitors of VEEV 10K pilot screen=0.4
CCOc1cccc2cc(C(=O)NCc3ccccc3)c(=N)oc12 | i | -4% | 1.3% | 5% | -6%
Cc1ccc(S(=O)(=O)NC2CCSC2=O)cc1C (centres undefined) | -12% | -4% | 1.1% | -14% | nt
CN(Cc1nc(-c2cccs2)no1)CC1COCCO1 (centres undefined) | 45% | -4% | 0.4% | 3% | -5% | inhibitors of VEEV 10K pilot screen=2.0
CC(=O)N1CCc2cc(S(=O)(=O)NC(Cc3ccccc3)C(=O)NCCN3CCCCC3C)ccc21 (centres undefined) | 5% | -6% | 3.2% | 2% | -6%
O=C(CN(Cc1ccco1)Cc1cccs1)N1CCN(S(=O)(=O)c2cccc(F)c2)CC1 | 42% | -8% | 5.5% | 6% | nt
C/C(=N\NC(=O)c1ccc([N+](=O)[O-])cc1)c1c(O)cc(C)oc1=O | ? | -3% | 0.8% | ? | 10%
COc1ccc(Nc2nc3ccccc3c(=O)s2)c(OC)c1 | -2% | -21% | 9.0% | -9% | -4%
O=C(CN1CCOCC1)Nc1cccc(C(F)(F)F)c1 | 2% | 1% | 2.9% | 2% | 0%
CCOC(=O)N1CCC(NCCNC(=O)c2ccc(F)c(F)c2)CC1 | -2% | 5% | i | -9% | nt | inhibitors of VEEV 10K pilot screen=0.0
Cc1cccc(C(=O)Nc2nnc(-c3ccncc3)o2)c1 | ? | -10% | 1.4% | ? | -5%
N/C(=N\OC(=O)c1ccc([N+](=O)[O-])cc1)c1ccccn1 | 43% | -10% | i | 16% | 4%
Cc1ccc(/C=C/C(=O)O)cc1S(=O)(=O)NCCCC(=O)O | 0% | -2% | 0.7% | 0% | 4%
CC(=O)Nc1ccc(NC(=O)Nc2ccccc2)cc1 | -3% | 0% | i | 1% | -8%
O=C1CC(c2ccc3c(c2)OCCO3)Oc2ccc([N+](=O)[O-])cc21 (centres undefined) | 54% | -4% | 8.8% | 2% | 3%
NS(=O)(=O)c1ccc(CCNC(=O)c2ccc(CS(=O)(=O)c3ccc(Br)cc3)o2)cc1 | 19% | -6% | 2.2% | -3% | 5%
Cc1nn(-c2ccccc2)c(Cl)c1C1C(C#N)=C(N)Oc2c1c(C)nn2-c1ccccc1 (centres undefined) | 5% | 0% | 1.2% | 4% | 1%
Cc1cc(SCn2nnc3ccccc3c2=O)nc2ccccc12 | -11% | -8% | i | 7% | 1%
CCOC(=O)N1CCN(C(=O)Cn2ncc3c2-c2ccccc2OC3)CC1 | 3% | -11% | 0.9% | -5% | -6%
COc1ccc(N2C(=O)/C(=C/N(C)C)NC2=S)cc1 | 46% | -1% | 0.6% | -2% | -3%
Nc1ncc(P(=S)(N2CCOCC2)N2CCOCC2)s1 | -19% | -9% | 0.3% | -6% | 1%
Other entries:
SMILES | tuberculosis growth | H1N1 NS1A inhibition | inhibitors of VEEV | H37Rv inhibition | PhoP GFP inhibition | others
CN(CCC#N)C(=O)CC(Cc1ccccc1)C1CCOC(C)(C)C1 (centres undefined) | 1% | 7% | 0.8% | 0% | -18%
CCS(=O)(=O)c1ccc2oc(=O)c(/C=C(\O)c3ccc(Cl)cc3)nc2c1 | 43% | 2% | 0.8% | 1% | 76µM*
CC(C)CC(=O)N1CCN(Cc2ccc(C(F)(F)F)cc2)CC1 | 8% | 0% | i | 7% | -1%
Cc1ccc(CNCC(O)c2ccccc2)s1 (centres undefined) | 23% | 0% | i | -4% | -1%
CCC(=O)Oc1ccc(C(=O)Nc2cccc(NC(=O)c3ccco3)c2)cc1 | 47% | -1% | 1.7% | 7% | 2%
CCc1noc(C)c1C(=O)OC(C)C(=O)Nc1ccccc1OC (centres undefined) | 17% | -14% | 7.9% | 0% | 0%
O=C(O)Cc1c(C(=O)O)nnn1-c1cccc(C(F)(F)F)c1 | -7% | 2% | 0.7% | 0% | 5%
O=C(Nc1ccccc1)ON=C1c2ccccc2-c2ccccc21 | 30% | -4% | 2.2% | -7% | -7%
CO/N=C/c1ccc(N2CCOCC2)c([N+](=O)[O-])c1 | -4% | 0% | 0.1% | -4% | 8%
N#CCCN(Cc1cccs1)C(=O)Nc1ccccc1 | -7% | 1% | 0.9% | 5% | 2%
C/C(NC(=O)c1ccccc1F)=C1\C(=O)C[C@@H]2[C@H]1C2(C)C | 26% | -1% | 6.2% | 0% | 11%
COc1ccc(-c2nc(CCNC(=O)c3ccc(Br)o3)cs2)cc1 | 45% | -3% | 8.2% | 7% | 8%
CCn1c(NCc2c[nH]c3ccccc23)nc2ccccc21 | 9% | 26% | 2.5% | -4% | 8%
CN(Cc1ccc(C(F)(F)F)cc1)C(=O)c1ccc(Oc2ccccc2)cc1 | 65% | 19% | i | 3% | -5%
O=C(NC(=S)Nc1ccc(Oc2ccc(Cl)cc2)cc1)c1ccccc1 | ? | -5% | 3.1% | 68% | -7%
CCNC(=S)N1CCC(c2nc3ccccc3s2)CC1 | 21% | -10% | i | -7% | -11%
O=C(Nc1cccc(S(=O)(=O)N2CCCCCC2)c1)C1CCC1 | -14% | 2% | 3.2% | -13% | 5%
N#C/C(=C\c1cccnc1)c1nc2ccccc2[nH]1 | 31% | nt | 3.3% | 3% | 0%
COc1cc(/C=N/NC(=O)c2ccccc2)ccc1O | 13% | 3% | 2.2% | 3% | -4%
OC(COCCC12CC3CC(CC(C3)C1)C2)CN1CCCC1 (centres undefined) | 24% | -12% | 2.3% | 0% | 4%
O=C(Nc1nc(-c2cc(Cl)sc2Cl)cs1)c1ccc(Br)s1 | 11% | 4% | i | 2% | -15%
O=c1[nH]c(-[n+]2ccccc2)c(/C=N/NC([S-])=Nc2ccccc2)s1 | -24% | -1% | 0.7% | 16% | -19%
COc1ccc(CC2NCCC3(O)CCCCC23)cc1 (centres undefined) | 12% | 3% | 0.6% | 2% | -12%
O=S(c1ccccc1)C(c1ccccc1)c1ccccc1 (centres undefined) | nt | -17% | i | nt | nt
O=C(CCc1nc2sc3c(c2c(=O)[nH]1)CCCC3)NCCc1ccccc1 | 13% | 11% | i | 0% | 3%

A section of the results above, as a working copy:
SMILES | tuberculosis growth | H1N1 NS1A inhibition | inhibitors of VEEV | H37Rv inhibition | PhoP GFP inhibition | others
O=S(c1ccccc1)C(c1ccccc1)c1ccccc1 (centres undefined) | nt | -17% | i | nt | nt
O=C(CCc1nc2sc3c(c2c(=O)[nH]1)CCCC3)NCCc1ccccc1 | 13% | 11% | i | 0% | 3%

Next section
SMILES | tuberculosis growth | H1N1 NS1A inhibition | inhibitors of VEEV | H37Rv inhibition | PhoP GFP inhibition | others
CCc1ccc2nc3sc(C(=O)N4CCc5ccccc54)c(N)c3cc2c1 | -5% | nt | nt | 1% | -2%
CC[C@@H]1C=C(C(=O)O)[C@H](c2ccc(Cl)cc2)N1S(=O)(=O)c1ccc(C)cc1 | 25% | -6% | i | 4% | nt
COC(=O)c1c(NC(=O)C2CC=CCC2C(=O)O)sc(C(N)=O)c1C (centres undefined) | -6% | -16% | 2.8% | -11% | -3%
O=C(Nc1cccc(Cl)c1)c1nc[nH]c1C(=O)NCCCNC(=O)c1[nH]cnc1C(=O)Nc1cccc(Cl)c1 | 10% | -8% | ? | 7% | nt
Cn1c(NC(=O)CCc2ccccc2)cc(=O)n(C)c1=O | nt | 1% | 4.0% | -18% | 7%
COCCS(=O)(=O)N(Cc1ccccc1)[C@H](C(=O)OC)C(C)C | nt | -13% | 0.1% | nt | nt
CC(=O)Nc1ccc(NC(=O)C2c3ccccc3Oc3ccccc32)cc1 | -5% | 8% | 1.2% | -6% | 8%

Reprinted at random: 5 records from the list.
SMILES | tuberculosis growth | H1N1 NS1A inhibition | inhibitors of VEEV | H37Rv inhibition | PhoP GFP inhibition | others
COC(=O)c1c(NC(=O)C2CC=CCC2C(=O)O)sc(C(N)=O)c1C (centres undefined) | -6% | -16% | 2.8% | -11% | -3%
CC(=O)Nc1ccc(NC(=O)C2c3ccccc3Oc3ccccc32)cc1 | -5% | 8% | 1.2% | -6% | 8%
CCc1ccc2nc3sc(C(=O)N4CCc5ccccc54)c(N)c3cc2c1 | -5% | nt | nt | 1% | -2%
O=C(Nc1cccc(Cl)c1)c1nc[nH]c1C(=O)NCCCNC(=O)c1[nH]cnc1C(=O)Nc1cccc(Cl)c1 | 10% | -8% | ? | 7% | nt
COCCS(=O)(=O)N(Cc1ccccc1)[C@H](C(=O)OC)C(C)C | nt | -13% | 0.1% | nt | nt
